LAP4 TOR yeast – modulators of TOR pathway LAP4-GFP in S. cerevisiae; S. cerevisiae LAP4-GFP multiplex, flow cytometry GFP, 3 h; median GFP as percent of DMSO wells; GFP response vs DMSO, % at 10 µM; actives 0.34% (n = 320,000); AID 2023;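 active = GFP response vs DMSO above a set limit, about the screen mean plus 3 SD, cut at about 150% in these data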
EBNA-1 inh – blocks EBNA-1 binding to DNA; EBNA-1 DNA binding, fluorescence polarization; inhibition, % at 14.8 µM; actives 0.34% (n = 300,000); AID 1950; in the data active = inhibition above about 28%
procasp7 counter – counter-screen for procaspase-3 activators: activators of human procaspase-7; P55210; recombinant procaspase-7, Ac-DEVD-pNA absorbance 405 nm; D23A/D198A/D206A triple mutant, cannot self-cleave; scale: DMSO 0, 5 µM enzyme 100; activation, % at 8.5 µM; actives 0.093% (n = 330,000); AID 463210;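 active = percent activation above the screen-wide mean plus 3 SD, cut at about 25% in these data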
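Assay system: Uncleavable procaspase-7 mutant enzyme | Input: 2 µM procaspase-7 mutant as dispensed | Timing: 1 h compound preincubation, 2 h substrate cleavage, 25 °C | Repeats: One well per compound | Control set: DMSO wells as 0%, DMSO with 5 µM added PC-7 as 100% | Technique: Epi-absorbance of released pNA at 405 nm, two timepoints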
AHR act – human AHR activation. P35869. AHR-responsive luciferase reporter cells, luminescence. activation, % at 5 µM. actives 2.5% (n = 320,000). AID 2796; in the data active = activation above about 47%;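 also: 0% = vehicle wells and 100% = reference agonist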
Target sequence (P35869 whole entry, looked up): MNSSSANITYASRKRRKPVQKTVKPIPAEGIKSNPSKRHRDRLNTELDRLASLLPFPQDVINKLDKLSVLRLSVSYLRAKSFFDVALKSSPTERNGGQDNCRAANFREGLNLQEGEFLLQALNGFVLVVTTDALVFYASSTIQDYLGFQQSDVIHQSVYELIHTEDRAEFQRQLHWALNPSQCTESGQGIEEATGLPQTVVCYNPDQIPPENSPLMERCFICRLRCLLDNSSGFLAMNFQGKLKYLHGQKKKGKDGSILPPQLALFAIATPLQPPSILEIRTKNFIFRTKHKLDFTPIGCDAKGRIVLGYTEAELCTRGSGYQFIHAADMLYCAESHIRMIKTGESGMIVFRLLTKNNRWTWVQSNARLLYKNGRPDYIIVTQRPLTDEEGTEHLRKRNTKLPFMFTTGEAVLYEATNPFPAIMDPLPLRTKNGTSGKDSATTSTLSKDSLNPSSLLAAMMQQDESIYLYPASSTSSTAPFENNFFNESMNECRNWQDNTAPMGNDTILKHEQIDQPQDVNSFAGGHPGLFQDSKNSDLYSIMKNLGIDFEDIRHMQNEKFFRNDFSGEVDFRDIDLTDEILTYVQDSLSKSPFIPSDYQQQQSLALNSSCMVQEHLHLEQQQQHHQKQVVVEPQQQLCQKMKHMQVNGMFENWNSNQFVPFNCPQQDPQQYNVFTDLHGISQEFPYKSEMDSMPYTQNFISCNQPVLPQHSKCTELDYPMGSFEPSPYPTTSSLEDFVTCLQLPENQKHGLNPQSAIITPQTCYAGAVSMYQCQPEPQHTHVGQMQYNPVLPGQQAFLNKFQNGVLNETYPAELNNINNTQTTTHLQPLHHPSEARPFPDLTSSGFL
proCasp3 act – procaspase-3 (human) activation. P42574. actives 0.11% (n = 330,000). activation, % at 8.5 µM. recombinant procaspase-3 D3A, Ac-DEVD-pNA absorbance 405 nm;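 active = activation above the mean of all tested compounds plus 3 SD, cut at about 21% in these data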;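 also: 0% = DMSO alone and 100% = DMSO wells spiked with extra 5 µM PC-3 D3A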
Target sequence (P42574 whole entry D9A/D28A/D175A): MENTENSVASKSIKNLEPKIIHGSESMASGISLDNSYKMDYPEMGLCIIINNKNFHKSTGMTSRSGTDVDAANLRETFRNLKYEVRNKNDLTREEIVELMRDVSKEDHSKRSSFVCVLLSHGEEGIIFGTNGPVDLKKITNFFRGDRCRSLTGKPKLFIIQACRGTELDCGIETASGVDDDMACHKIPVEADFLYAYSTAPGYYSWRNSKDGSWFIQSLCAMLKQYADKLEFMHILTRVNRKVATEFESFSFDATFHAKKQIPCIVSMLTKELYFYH
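Test system: Procaspase-3 D3A mutant; medium: Zinc-free HEPES/NaCl buffer with 0.01% Triton X-100 at pH 7.4; reagent: DEVD-pNA substrate; doses: one concentration, 8.5 µM nominal, 0.8% DMSO; times: 1 h preincubation plus 2 h reaction at 25 °C; signal: Epi-absorbance at 405 nm of released p-nitroaniline, 0 and 120 min; replicates: singlicate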
ZTA DNA inh – counter-screen for EBNA-1 inhibitors: inhibitors of Epstein-Barr virus ZTA; P03206; inhibition, % at 11 µM; actives 0.15% (n = 320,000); ZTA-DNA binding, fluorescence polarization; in the data active = inhibition above about 33%
RPL19A-GFP yeast – alters RPL19A-GFP fluorescence in TOR pathway yeast screen. actives 0.3% (n = 330,000). S. cerevisiae RPL19A-GFP strain, flow cytometry, 3 h; active compounds read low. percent response vs DMSO, % at 10 µM;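 active = percent response vs DMSO below 50%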;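 also: median channel GFP fluorescence of the barcoded RPL19A-GFP strain; ratio of sample median GFP to plate DMSO average so 100% = DMSO; lower means less RPL19A-GFP as with rapamycin TOR inhibition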
MEP2-GFP yeast – alters MEP2-GFP fluorescence in TOR pathway yeast screen; S. cerevisiae MEP2-GFP strain, flow cytometry GFP, 3 h; 100% = DMSO control level; actives 0.51% (n = 330,000); GFP response vs DMSO, % at 10 µM;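 active = GFP response versus DMSO above a set limit, roughly screen mean plus 3 SD, cut at about 180% in these data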;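 also: median GFP fluorescence of the barcode-gated MEP2-GFP cells per well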
Numbers without * were called inactive; . = not tested or not shown; [ ] = another dose, or the depositor's remark.

SMILES	LAP4 TOR yeast	EBNA-1 inh	procasp7 counter	AHR act	proCasp3 act	ZTA DNA inh	RPL19A-GFP yeast	MEP2-GFP yeast
COc1ccc(CCNC(=S)N(C)C)cc1OC	99	-4	4	-4	5	-15	108	111
O=C(O)c1cccc(N/N=C/c2ccc(OC(F)(F)F)cc2)c1	101	15	2	2	-6	6	103	111
COc1cc(N2C(=O)CSC23C(=O)Nc2ccccc23)cc(OC)c1OC (stereo unspecified)	101	3	10	3	0	7	100	105
CC(=O)Nc1nc2n(n1)C(c1ccc(Cl)cc1)C=C(C)N2 (stereo unspecified)	101	-8	5	3	1	6	99	105
Cc1ccc(Nc2ncnc3c2cnn3C)c(C)c1	94	6	12	4	1	-1	104	107
CCOc1ccc(S(=O)(=O)Nc2cnc3ccccc3c2)cc1	98	-7	6	-1	8	15	104	107
COc1cc(NC(=O)c2noc3c2CCCC3)c(OC)cc1Cl	99	-13	-2	55*	4	-5	92	92
COc1ccc2[nH]c(=O)c(CN(Cc3ccccc3)C(=S)NCC3CCCO3)cc2c1 (stereo unspecified)	95	8	1	3	5	19	105	109
O=C(Nn1c(-c2ccncc2)nc2ccccc2c1=O)c1ccc(Br)cc1	100	9	2	1	-4	-11	93	100
CCCn1c(C)cc(/C=C(\C#N)C(=O)OCC(=O)Nc2cccc(S(N)(=O)=O)c2)c1C	105	.	-16	0	8	16	101	102
Cc1ccc(C(=O)NCCSCc2ccc(Cl)cc2Cl)cc1[N+](=O)[O-]	97	9	-5	-2	-5	1	111	100
Cc1ccc(NC(=O)CN2C(=O)NC3(CCCCC3)C2=O)cc1S(=O)(=O)N1CCOCC1	103	.	1	1	1	.	99	107
Cc1c(-c2ccccc2)nc(N)c(C#N)c1-c1cccnc1	102	-6	5	6	0	-7	102	100
O=[N+]([O-])c1cccc(-c2cn(-c3ccccc3)c(=S)[nH]2)c1	92	11	-2	74*	-1	-5	107	101
COc1cc2c(cc1OC)C(c1cccc([N+](=O)[O-])c1)N(C(=O)CCC(=O)O)CC2 (stereo unspecified)	86	1	-5	0	8	-2	91	103
NC1=NC(=O)/C(=C/c2ccccc2OS(=O)(=O)c2ccc3ccccc3c2)S1	98	0	-1	0	-6	5	103	106
CCCCNC(=S)N(C)/N=C/c1sc(N2CCCCC2)nc1-c1cccs1	104	3	-24	18	-22	-5	101	98
COC(=O)c1sc(NC(=O)c2cc(-c3ccccc3)nc3ccccc23)c(C#N)c1C	101	8	-32	5	-18	-5	98	100
COc1ccc(/C=C/C(=O)c2ccccn2)cc1	100	-20	-20	-3	-1	3	89	97
CCCc1nn(-c2cc(Cl)ccc2OC)c2c1C(=O)CCC2	98	2	7	-1	7	10	101	102
COc1ccc(C2=Nn3c(nnc3-c3ccccc3OC)SC2)cc1OC	102	13	14	35	3	-4	101	103
COc1ccc(N2CCN(CCC(N)=O)CC2)cc1	104	8	10	9	4	17	94	104
O=C(c1cc(S(=O)(=O)N2CCOCC2)ccc1F)N(Cc1nnc(-c2ccccc2Cl)o1)C1CC1	103	-1	2	-1	0	2	94	93
CN1CCN(S(=O)(=O)c2ccc(Nc3cccc(Cl)c3)c([N+](=O)[O-])c2)CC1	97	.	12	-2	-2	2	94	95
CCc1nc(NCCCCCO)c2nnn(Cc3ccccc3F)c2n1	98	2	4	4	-1	1	97	98
O=C(COC(=O)C1CC1)Nc1ccc(Cl)cn1	101	.	-8	9	5	1	102	102
O=C(Cc1ccccc1)NC(=S)Nc1ccc2oc(-c3ccccc3)nc2c1	87	4	-2	0	1	7	97	97
CN(Cc1cnn(C)c1)C(=O)C1CCC(=O)N(Cc2ccc(Cl)cc2)C1 (stereo unspecified)	80	-4	2	1	3	1	109	93
COc1cccc(NC(=O)c2ccc(N3C(=O)C4CC=CCC4C3=O)cc2)c1 (stereo unspecified)	118	6	-4	1	2	10	91	95
O=C(CNC(=O)c1ccccc1F)NCCOc1ccccc1Cl	91	-1	-2	6	1	-15	111	110
COCCNc1ccc([N+](=O)[O-])cc1C(=O)Nc1cccc(C)n1	99	3	-16	30	-12	-4	103	114
Cc1[nH]c2ccccc2c1SCC(=O)O	92	-6	8	8	7	-16	89	92
COc1ccccc1NC(=O)COc1ccc(Br)cc1CNC1CCCC1	103	2	4	14	2	-11	104	107
O=C(CC(C(=O)O)N1CCOCC1)Nc1ccc(Cl)cc1 (stereo unspecified)	101	-2	11	2	-8	1	103	104
COc1ccc(C(=O)O)cc1Nc1cc(C)nc2ncnn12	101	7	-5	0	1	4	103	111
Cc1cc(NC(=O)C2CC(c3ccc(F)cc3)=NO2)no1 (stereo unspecified)	95	4	9	-3	12	12	102	94

3 of the entries above in order of the AHR act value, high to low:
Molecule	LAP4 TOR yeast	EBNA-1 inh	AHR act	proCasp3 act	RPL19A-GFP yeast	MEP2-GFP yeast
O=C(COC(=O)C1CC1)Nc1ccc(Cl)cn1	101	.	9	5	102	102
O=C(CC(C(=O)O)N1CCOCC1)Nc1ccc(Cl)cc1 (stereo unspecified)	101	-2	2	-8	103	104
COc1cccc(NC(=O)c2ccc(N3C(=O)C4CC=CCC4C3=O)cc2)c1 (stereo unspecified)	118	6	1	2	91	95

Other entries:
SMILES	LAP4 TOR yeast	EBNA-1 inh	procasp7 counter	AHR act	proCasp3 act	ZTA DNA inh	RPL19A-GFP yeast	MEP2-GFP yeast
Cc1sc2c(c1C)CN(C1CC(C)(C)NC(C)(C)C1)CN2C(=O)c1ccco1	102	14	12	8	-5	5	97	101
CC(C)C(=O)Nc1cc(-c2nc3ncccc3o2)ccc1Cl	87	-5	7	18	-2	3	101	100
COc1ccc(S(=O)(=O)N2CCCCC2)cc1NC(=S)Nc1ccccc1	94	2	2	2	1	3	98	98
COc1cccc(CNCCOCCO)c1OC	88	-11	10	4	-9	2	89	91
Cc1nn(-c2ccccc2)c2c1C(=O)N(c1ccccc1)C(=O)C(C)(C)C2	91	7	5	1	1	-2	99	102
CCCCCCOC(=O)CCn1[nH]c(=O)c2ccccc2c1=O	106	14	5	7	1	18	105	93
COC(=O)/C=C1/S/C(=N/NC(=O)c2ccc(OC)cc2)NC1=O	88	-8	1	3	-3	-4	98	98
O=C(c1cc2cc(Cl)ccc2oc1=O)N1CCCC1	102	2	1	-2	-1	-3	101	102
Fc1ccccc1N1CCN(CC2CC3C=CC2C3)CC1 (stereo unspecified)	95	-11	1	-2	4	-1	100	105
CCOC(=O)c1ccc(COC(=O)c2cc(=O)[nH]c3ccccc23)o1	81	2	-1	9	0	4	98	85
CC(C)(C)c1ccc(/C=C/C(=O)c2ccc(NC3=NCCCS3)cc2)cc1	106	-2	0	6	-6	-6	103	103
O=C(Nc1ccccc1C(=O)Nc1ccc(Br)cn1)c1cccc([N+](=O)[O-])c1	95	-3	16	-1	1	-10	102	107

Two entries from above, as a markdown table.
| SMILES | LAP4 TOR yeast | EBNA-1 inh | procasp7 counter | AHR act | proCasp3 act | ZTA DNA inh | RPL19A-GFP yeast | MEP2-GFP yeast |
| --- | --- | --- | --- | --- | --- | --- | --- | --- |
| COc1ccc(C2=Nn3c(nnc3-c3ccccc3OC)SC2)cc1OC | 102 | 13 | 14 | 35 | 3 | -4 | 101 | 103 |
| COc1ccc(N2CCN(CCC(N)=O)CC2)cc1 | 104 | 8 | 10 | 9 | 4 | 17 | 94 | 104 |

The listing continues.
SMILES	LAP4 TOR yeast	EBNA-1 inh	procasp7 counter	AHR act	proCasp3 act	ZTA DNA inh	RPL19A-GFP yeast	MEP2-GFP yeast
O=C1[C@H]2[C@H](C=CC[C@H]2C(=O)N2CCOCC2)CCN1Cc1ccccc1	99	-14	5	3	2	3	88	98
Cc1cc(C)c(C(=O)c2ccc(C(=O)N(C(C)C)C(C)C)cc2)c(C)c1	107	-1	-9	-2	4	-8	.	110
Cc1c(C(=O)Nc2ccccc2C(=O)N2CCOCC2)cccc1[N+](=O)[O-]	102	-5	-2	1	-3	-12	110	109
Cc1ccc(-n2c(C)cc(C)c(C#N)c2=O)cc1	92	-7	7	1	-2	-5	99	96
O=C(CCCSc1nc2ccccc2[nH]1)NCc1ccccc1Cl	100	-4	5	1	-4	16	98	102
CCCCN(C(=O)c1ccc(C)o1)c1c(N)n(CC(C)C)c(=O)[nH]c1=O	100	.	-1	0	-2	-14	101	104
C[C@@H]1O[C@@H](O[C@H]2[C@H](O)[C@@H](O)[C@H](Oc3c(-c4ccc(O)c(O)c4)oc4cc(O)cc(O)c4c3=O)O[C@@H]2CO)[C@H](O)[C@H](O)[C@H]1O	109	.	7	-1	4	5	103	103
CC1CCC/C(=C\Nc2ccc(C(=O)O)cc2)C1=O (stereo unspecified)	116	-3	4	-1	7	-22	103	102
CS(=O)(=O)c1ccc(C(=O)OCC(=O)NC(=O)C2CCCCC2)cc1[N+](=O)[O-]	86	-14	-1	3	1	-20	94	87
N#Cc1cncc(-c2ccc3c(c2)OCCOCCOCCOCCOCCO3)n1	102[may fluoresce violet]	-2	1	0	-7	10	25*[may fluoresce violet]	233*[may fluoresce violet]
COc1ccc(S(=O)(=O)N2CCC(C(=O)NCC3CCCO3)CC2)cc1OC (stereo unspecified)	101	-26	-4	-1	2	-10	100	101
COc1cccc(NC(=O)Nc2nnc(N3C(C)CCCC3C)s2)c1 (stereo unspecified)	99	-9	3	17	4	-2	102	97
C=CC[C@@H](CC(=O)NCCO)C(=O)N[C@@H](COC(=O)[C@@H](CC=C)CC(=O)OC(C)(C)C)Cc1ccccc1	94	.	-3	1	1	.	93	100
CSCCC(NC(=O)COc1ccccc1)C(=O)N1CCCCC1 (stereo unspecified)	82	-4	13	4	5	10	111	107
COc1ccc(CCNC(=O)Cn2nc([N+](=O)[O-])c(Br)c2C)cc1OC	90	-19	-4	3	-2	-7	89	85
Cc1ccc(-c2[nH]c(-c3ccc(Cl)cc3)nc2SCC(=O)NCC2CCCO2)cc1 (stereo unspecified)	94	-3	-6	108*	5	-10	95	93
N#Cc1cccc(NC(=O)CNc2cccc(S(=O)(=O)N3CCCCC3)c2)c1	103	4	5	4	6	17	103	105
Nc1nc(N2CCN(c3cccc(Cl)c3)CC2)n[nH]1	95	-9	12	4	7	5	101	110
CCc1cc(=O)oc2c3c(cc(OCC(=O)NCCCn4ccnc4)c12)OC(C)(C)CC3	98	-1	4	5	2	-5	96	107
CCc1noc(C)c1C(=O)N(CCC(C)C)c1c(N)n(Cc2ccccc2)c(=O)[nH]c1=O	111	7	-7	3	0	-1	98	106
CC(=O)Nc1cccc(OC(=O)COc2ccc(Br)cc2)c1	95	-2	-4	-2	4	-15	103	105
Cc1c(Cl)cccc1NC(=O)CSc1ccc(-c2cccnc2)nn1	93	-9	-6	16	-3	-19	103	105
COc1ccc(C2=NN(C(=O)CSc3nc(=O)n4ccc(C)cc4n3)C(c3ccc(C)cc3)C2)cc1 (stereo unspecified)	111	6	1	-3	7	3	97	101
Cc1ccc(C(=O)N2CCN(C3c4cccc5cccc(c45)C3NS(=O)(=O)c3ccccc3)CC2)cc1 (stereo unspecified)	100	5	10	4	-1	-3	102	109
COC(=O)Cc1ccc(NC(=S)N2CCN(c3cc(Cl)ccc3C)CC2)cc1	98	-12	-3	-3	-4	-5	98	99
CC(C)NC(=O)COC(=O)c1cncc(Br)c1	120	-14	4	1	-5	-21	102	116
C=CCn1c(SCC(=O)N2CCCCCC2)nc2ccccc2c1=O	96	11	-5	1	-4	2	101	107
COc1ccc([C@@H]2CC=C(C(=O)O)[C@H](c3cccc(Cl)c3)N2S(=O)(=O)c2ccc(C)cc2)cc1OC	136	0	5	-2	1	-4	98	93
CCN(CC)CCNC(=O)c1ccccc1C(=O)c1ncc[nH]1	94	4	0	4	-2	2	94	97

High-throughput results (PubChem BioAssay)
